CCT chaperon mod: cytosolic chaperonin activity modulation; hit rate 0.3% among 360,000; activity change, % (no concentration beside the values), hits read low; purified chaperonin ATPase assay, HTRF ADP detection, 30 min; in the data active = activity change below about -30%; note: % is set by controls: 0 for no effect and ±100 for the full control effect
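TRiC (40 or 20 nM final, by batch activity) in 30 mM Tris pH 7.4, 100 mM KCl, 5 mM MgCl2, 1 mM DTT was treated with compound at 76 uM single dose, then 10 uM ATP, 30 min at 37 °C. ADP was read by HTRF Transcreener.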
PLK1 PBD block: blocks phosphopeptide binding to human PLK1 polo-box domain; hit rate 2.8% among 360,000; Plk1 PBD binding of FITC phosphopeptide, fluorescence polarization; P53350; AID 720504; Potency, µM, for inactives: max response, negative = inhibition, hits mostly inhibitors; note: potency is the fitted concentration of half-maximal effect; series mostly up to about 57 µM; % is set by controls: 0 for no effect and ±100 for the full control effect; nearly all actives have a fitted effect of over 65% in size
IL2 activator: IL-2 activation; IL-2 activation reporter assay, cell-based qHTS; stimulated with anti-CD3/CD4/CD28 beads; in transgenic mouse T cells; activation, % (series mostly up to about 46 µM); hit rate 0.065% among 360,000; in the data active = activation above about 50%; inconclusive = mostly about 30% to 49%; note: 0% is about no effect
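EGFP and DsRed fluorescence is measured by plate cytometry in unstimulated transgenic mouse T cells exposed to compound for 60 minutes, then stimulated 18 hours at 37 degrees C with anti-CD3/anti-CD4 beads plus anti-CD28.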
EPAC2 agonist: EPAC2 (human) agonism; Q8WZA2; EPAC2 activation, biochemical qHTS; response scale: 100% = 6.5 mM cAMP response; Potency, µM (top dose mostly 154 µM), for the others: at the highest dose activation, actives largely listed as activators; hit rate 0.079% among 360,000; AID 720711; note: potency is the fitted concentration of half-maximal effect; nearly all actives have a fitted effect of over 50% in size
Target sequence (Q8WZA2 whole entry, looked up): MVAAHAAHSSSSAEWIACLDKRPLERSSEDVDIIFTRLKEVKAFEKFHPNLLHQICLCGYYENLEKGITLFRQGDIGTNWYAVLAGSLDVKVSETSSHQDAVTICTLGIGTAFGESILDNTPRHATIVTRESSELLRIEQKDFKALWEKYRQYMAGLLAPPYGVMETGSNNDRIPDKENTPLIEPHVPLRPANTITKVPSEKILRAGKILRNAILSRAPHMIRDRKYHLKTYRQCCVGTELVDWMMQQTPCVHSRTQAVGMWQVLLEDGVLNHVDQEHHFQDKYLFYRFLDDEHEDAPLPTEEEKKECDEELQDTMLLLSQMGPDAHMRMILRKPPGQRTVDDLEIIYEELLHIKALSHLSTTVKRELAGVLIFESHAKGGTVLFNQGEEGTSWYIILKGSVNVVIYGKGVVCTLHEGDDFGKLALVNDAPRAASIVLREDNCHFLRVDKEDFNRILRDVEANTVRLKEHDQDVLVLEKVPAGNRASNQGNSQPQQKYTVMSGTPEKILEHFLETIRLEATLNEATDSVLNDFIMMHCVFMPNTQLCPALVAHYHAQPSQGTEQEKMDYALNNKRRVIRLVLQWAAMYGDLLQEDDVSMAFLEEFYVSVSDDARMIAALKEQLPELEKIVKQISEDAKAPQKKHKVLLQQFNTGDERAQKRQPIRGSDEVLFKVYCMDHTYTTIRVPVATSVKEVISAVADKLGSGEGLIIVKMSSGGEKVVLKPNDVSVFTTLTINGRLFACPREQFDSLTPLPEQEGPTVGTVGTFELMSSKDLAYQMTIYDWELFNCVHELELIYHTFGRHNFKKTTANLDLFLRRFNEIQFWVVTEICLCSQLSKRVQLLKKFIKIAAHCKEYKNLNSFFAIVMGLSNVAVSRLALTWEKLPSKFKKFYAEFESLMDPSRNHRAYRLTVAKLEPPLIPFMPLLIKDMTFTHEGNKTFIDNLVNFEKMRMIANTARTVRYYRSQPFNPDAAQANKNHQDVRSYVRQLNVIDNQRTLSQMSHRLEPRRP
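EPAC2 (100 nM) mixed with Rap1B loaded with BODIPY-GDP (250 nM) plus 50 uM unlabeled GDP; compounds pinned in, 5 min RT, then read every 5 min for 30 min (ex 480, em 540 nm). Normalized to cAMP control.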
WRN helicase inh: WRN helicase (human) inhibition; WRN helicase unwinding, fluorescent forked duplex, kinetic; Potency, µM (top dose mostly 114 µM), without a hit: top-dose activity change, negative = inhibition, hits mostly inhibitors; hit rate 0.46% among 360,000; AID 651768; note: potency is the fitted concentration of half-maximal effect; % is set by controls: 0 for no effect and ±100 for the full control effect; nearly all actives have a fitted effect of over 55% in size
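Kinetic fluorescence helicase assay: unwinding of a quenched forked DNA duplex (100 nM final) with 2 mM ATP final raises red fluorescence (525/598 nm). Compounds sat 15 min at room temperature with 20 nM WRN beforehand.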
PI5P4Ka inh: blocks human PI5P4K alpha kinase activity. max response, %. P48426. PI5P4Kalpha enzyme, ADP-Glo luminescence, 60 min; hits give low values. AID 652105. hit rate 1.2% among 330,000; active = max response of -50% or lower; inconclusive = between -30% and -50%; inactive = -30% or higher; note: value at the top dose of about 77 µM; % is set by controls: 0 for no effect and ±100 for the full control effect
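PI5P4Kalpha ADP-Glo assay; 5 microM ATP final; 60 min RT reaction; HEPES pH 7.4/EGTA/CHAPS, 5% DMSO; controls lacking substrate or enzyme; luminescent end-point.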
EPAC1 agonist: EPAC1 (human) agonism; EPAC1 agonist qHTS, biochemical assay; response scale: 100% = response to 6.5 mM cAMP; Potency, µM (highest dose often 154 µM), for inactives: top-dose activation, actives largely listed as activators; hit rate 0.073% among 360,000; AID 720707; note: potency is the fitted concentration of half-maximal effect; nearly all actives have a fitted effect of over 60% in size
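Read-out is the fluorescence drop as BODIPY-GDP leaves Rap1B (480 nm excitation, 540 nm emission), recorded every 5 minutes over 30 minutes. Reactions held 100 nM EPAC1, 250 nM Rap1B–BODIPY-GDP and 50 uM GDP, with 6.5 mM cAMP setting full activation.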
EPAC1 antag: blocks human EPAC1 exchange factor; O95398; EPAC1 GEF assay, Rap1b-BODIPY-GDP exchange fluorescence; Potency, µM (highest dose often 115 µM), without a hit: at the top dose activity change, negative = inhibition, usual class: inhibitors; hit rate 0.14% among 360,000; AID 720709;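 note: potency is the fitted concentration of half-maximal effect; plate controls were vehicle for no effect and positive control for full effect; nearly all actives have a fitted effect of over 50% in size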
* hit, by the source's call; ? = inconclusive; · = not tested or not shown; [ ] = remark or other dose. Unless noted, calls come from the whole dose curve; as a rule, active = well fitted curve in the direction sought with a large enough effect; inconclusive = small, poorly fitted or top-dose-only effect, or another doubt; inactive = no such curve, though single readings can be large; an effect the other way counts as inactive or inconclusive.

| # | SMILES | CCT chaperon mod | PLK1 PBD block | IL2 activator | EPAC2 agonist | WRN helicase inh | PI5P4Ka inh | EPAC1 agonist | EPAC1 antag |
| --- | --- | --- | --- | --- | --- | --- | --- | --- | --- |
| 1 | Cc1nonc1CN(C)C(=O)CC1C(=O)NCCN1Cc1ccccc1C(F)(F)F (stereo not drawn) | -1.2 | -8.9% | -0.2 | 1.1% | -1.4% | -0.1 | 7.1% | 14.4% |
| 2 | CCOC(=O)c1sc(NC(=O)C(C)(C)C)cc1C | -1.8 | 5.2% | -2.3 | 4.4% | 7.2% | 1.3 | -9.4% | 1.3% |
| 3 | O=C(Nc1cc(Cl)ccc1-n1cncn1)c1ccc([N+](=O)[O-])s1 | 1.3 | -4.5% | -0.8 | 1.7% | -0.1% | -13.1 | -5.5% | 0.0% |
| 4 | CCCCCC(=O)Nc1ncc2c(n1)CC(c1cccs1)CC2=O (stereo not drawn) | 1.7 | -0.4% | 0.3 | -9.8% | 8.9% | 3.1 | -19.2% | -23.9% |
| 5 | COc1ccccc1NS(=O)(=O)c1cc2c3c(c1)CC(=O)N3CCC2 | -0.3 | -10.4% | -0.2 | 7.3% | -3.0% | 3.6 | 13.2% | 7.4% |
| 6 | C=Cc1ccc(Cn2c(C)c(C(=O)NCc3ccc4c(c3)OCO4)sc2=O)cc1 | 0.2 | 3.1% | -0.5 | 12.7% | -5.2%[57.1 µM] | 3.2 | 5.5% | -11.3% |
| 7 | O=Cc1cc(Cl)ccc1OCCN1CCC(Cc2ccccc2)CC1 | -1.6 | -6.9% | -1.8 | 4.6% | -5.7% | -5.0 | -3.0% | -8.1% |
| 8 | COc1cccc(-c2nnc(Nc3nc4c(F)cccc4s3)o2)c1 | -0.3 | 21.2µM* | 1.1 | 6.5% | ? | · | 2.4% | 9.8% |
| 9 | O=C(Nc1nnc(SCc2ccc(F)cc2)s1)c1ccc2c(c1)C(=O)N(c1ccccc1Cl)C2=O | -5.6 | -16.0% | -1.8 | 2.0% | -1.8% | -1.8 | 5.2% | 16.0% |
| 10 | CC(C)NC(=S)N=Nc1c(O)[nH]c2ccc(C(C)C)cc12 | -0.2 | -3.9% | -0.5 | 1.9% | -1.0% | 1.9 | -15.5% | -25.0% |
| 11 | Cc1ccc2c(c1)[nH]c1c(N3CCN(Cc4ccccc4)CC3)ncnc12 | 1.8 | 3.0% | -2.8 | 16.9% | ? | · | 25.5% | -18.5% |
| 12 | COc1cc(NC(=S)Nc2ccc(Br)cc2Cl)c(OC)cc1Cl | -0.2 | -26.3% | ? | 16.0% | ? | 7.9 | 4.5% | -23.8% |
| 13 | CC(C)CC(=O)Nc1ccccc1N1CCOCC1 | -0.1 | ? | -3.8 | -3.1% | 3.8% | -4.0 | -0.1% | 14.9% |
| 14 | CC(NC(=O)[C@H](C)NC(=O)N1CCn2c1nc1ccccc12)c1ccccc1 (stereo partly drawn) | -0.3 | -2.6% | -2.2 | -3.1% | -2.5% | -9.7 | -0.1% | -5.7% |
| 15 | Cc1ccc(CN2CC(C(=O)Nc3nnc(SCc4c(Cl)cccc4Cl)s3)CC2=O)cc1 (stereo not drawn) | -2.4 | -11.7% | 1.5 | -1.1% | ? | -2.3 | 18.4% | -5.4% |
| 16 | COc1ccc(Br)cc1CN(C)C(=O)Cc1ccc(S(=O)(=O)N2CCOCC2)s1 | 1.9 | -3.5% | 0.2 | 4.2% | -9.7% | -0.2 | 5.6% | -3.1% |
| 17 | CCN(C(=O)COC(=O)CCn1c(C)csc1=O)c1c(N)n(Cc2ccccc2)c(=O)[nH]c1=O | 1.7 | 0.6% | 0.5 | 6.0% | 4.1% | -3.5 | -7.2% | -7.5% |
| 18 | COc1ccc(CNC(=O)COc2ccc(S(=O)(=O)N3CCOCC3)cc2)cc1 | -1.3 | -10.3% | -3.0 | 2.9% | -3.5% | 0.4 | 6.7% | 4.7% |
| 19 | Cc1ccc(S(=O)(=O)NCc2ccc3c(c2)OCO3)cc1C | -4.5 | -11.3% | -0.2 | 16.6% | 3.5% | -2.8 | 3.2% | -6.0% |
| 20 | Cn1c(=O)c2[nH]c(CCNC(=O)c3ccccc3)nc2n(C)c1=O | -1.1 | -12.3% | 1.5 | 9.6% | -1.2% | 0.1 | 9.3% | -12.2% |
| 21 | CC(=O)Nc1cccc(S(N)(=O)=O)c1C | 0.4 | -7.8% | -2.7 | -3.2% | -4.7% | -2.7 | 11.5% | 1.7% |
| 22 | Cc1ccc(S(=O)(=O)NC(=O)c2cc(C)n(CCCN3CCOCC3)c2C)cc1 | -4.8 | -0.9% | 0.7 | 5.3% | -3.1% | -4.6 | -9.2% | 0.2% |
| 23 | Clc1ccc(Nc2ccc(-n3ccnc3)nn2)cc1Cl | 0.5 | 3.0% | 0.1 | 1.2% | -21.6% | 16.0 | 12.7% | -22.3% |
| 24 | CC(=O)OCC(=O)Nc1ccc([N+](=O)[O-])cc1Cl | -2.6 | -12.2% | -1.1 | 3.1% | -1.6% | 1.3 | 7.2% | -7.4% |
| 25 | CCCc1cnc(N2CCN(C(=O)c3ccc(F)cc3)CC2)nc1 | 0.0 | 5.2% | -3.6 | 8.6% | -6.8% | 0.7 | -0.9% | -13.4% |

Overlap with the part before: 7 compounds, then new ones.
| # | SMILES | CCT chaperon mod | PLK1 PBD block | IL2 activator | EPAC2 agonist | WRN helicase inh | PI5P4Ka inh | EPAC1 agonist | EPAC1 antag |
| --- | --- | --- | --- | --- | --- | --- | --- | --- | --- |
| 19 | Cc1ccc(S(=O)(=O)NCc2ccc3c(c2)OCO3)cc1C | -4.5 | -11.3% | -0.2 | 16.6% | 3.5% | -2.8 | 3.2% | -6.0% |
| 20 | Cn1c(=O)c2[nH]c(CCNC(=O)c3ccccc3)nc2n(C)c1=O | -1.1 | -12.3% | 1.5 | 9.6% | -1.2% | 0.1 | 9.3% | -12.2% |
| 21 | CC(=O)Nc1cccc(S(N)(=O)=O)c1C | 0.4 | -7.8% | -2.7 | -3.2% | -4.7% | -2.7 | 11.5% | 1.7% |
| 22 | Cc1ccc(S(=O)(=O)NC(=O)c2cc(C)n(CCCN3CCOCC3)c2C)cc1 | -4.8 | -0.9% | 0.7 | 5.3% | -3.1% | -4.6 | -9.2% | 0.2% |
| 23 | Clc1ccc(Nc2ccc(-n3ccnc3)nn2)cc1Cl | 0.5 | 3.0% | 0.1 | 1.2% | -21.6% | 16.0 | 12.7% | -22.3% |
| 24 | CC(=O)OCC(=O)Nc1ccc([N+](=O)[O-])cc1Cl | -2.6 | -12.2% | -1.1 | 3.1% | -1.6% | 1.3 | 7.2% | -7.4% |
| 25 | CCCc1cnc(N2CCN(C(=O)c3ccc(F)cc3)CC2)nc1 | 0.0 | 5.2% | -3.6 | 8.6% | -6.8% | 0.7 | -0.9% | -13.4% |
| 26 | CS(=O)(=O)N(CC(O)CON=C1c2ccccc2-c2ccccc21)c1ccc(F)cc1 (stereo not drawn) | -4.6 | -8.9% | -1.1 | ? | -10.2% | · | ? | -1.4% |
| 27 | CCc1cccc(NC(=O)[C@@H]2CCCN2C2=NS(=O)(=O)c3ccccc32)c1 | 1.6 | 0.9% | 0.0 | 0.2% | 0.1% | -2.8 | -11.3% | 10.5% |
| 28 | CCOC(=O)c1c(C)n(C)c2ccc(O)c(CN3CCCCC3)c12 | -1.2 | -5.8% | -0.1 | -2.7% | -0.7% | -5.8 | 1.8% | -20.2% |
| 29 | O=C(NCc1ccc(F)cc1)C1CCC(CNc2c(N3CCCCC3)c(=O)c2=O)CC1 (stereo not drawn) | -0.7 | 4.8% | -3.8 | 7.4% | -2.0% | -5.9 | 5.5% | -11.6% |
| 30 | CN(CCN1CCOCC1)Cc1nc(-c2ccc(Cl)cc2)no1 | -1.5 | 4.0% | -0.2 | -3.1% | 0.7% | -1.5 | -4.8% | 16.4% |
| 31 | CC(C)(C)c1ccc(CC(=O)N2CCC2(C)C(=O)O)cc1 (stereo not drawn) | -3.3 | -8.8% | 1.2 | 6.8% | -8.3% | 0.2 | 4.6% | 3.3% |
| 32 | CCSc1nc2c(c(=O)[nH]c(=O)n2C)n1C | 0.6 | -18.5% | -2.7 | 3.9% | -7.2% | 0.1 | 2.8% | -9.8% |
| 33 | CCCCNC(=O)C1(C)CCCCN1C(=O)c1ccc(C)c(F)c1 (stereo not drawn) | 1.2 | -2.4% | 0.3 | 10.6% | -1.7% | -0.1 | -15.2% | 13.0% |
| 34 | COCCNC(=S)N1CCc2cc(OC)c(OC)cc2C1COc1ccc(F)cc1 (stereo not drawn) | -2.3 | -3.4% | -3.0 | 13.1% | -5.3% | -10.2 | -21.4% | -18.3% |
| 35 | CN(Cc1ccccc1)C(=O)c1ccc2c(c1)NC(=O)C(N1CCOCC1)S2 (stereo not drawn) | -2.8 | 0.9% | -2.6 | -0.5% | -4.0% | -1.4 | 10.8% | 1.2% |
| 36 | Cc1cccc(-c2ncc(CN3CCN(CC(C)C)C(CCO)C3)cn2)c1 (stereo not drawn) | -2.7 | -4.1% | -0.5 | -15.0% | -1.9% | 10.6 | 3.3% | 10.4% |
| 37 | Cc1ccc(S(=O)(=O)N2CCOCC2)cc1NC(=O)COC(=O)CNC(=O)c1ccc(C(C)(C)C)cc1 | -2.2 | -14.0% | 1.3 | 14.1% | -4.5% | -4.5 | 10.0% | -16.7% |
| 38 | CCC(N=c1cc(-c2ccc(OC)c(OC)c2)oc2ccc(C)cc12)C(=O)O (stereo not drawn) | 2.0 | 1.1% | 1.7 | -7.1% | -14.3% | -3.2 | -3.5% | -0.8% |
| 39 | O=C(NCCSc1ncc(-c2ccc(F)cc2)[nH]1)c1ccc2c(c1)OCO2 | 1.7 | -10.4% | -4.1 | 10.6% | -2.9% | 8.9 | 4.2% | 0.9% |
| 40 | COc1cccc(C(=O)Nc2cccc(SC)c2)c1 | -1.0 | -6.3% | -3.4 | 12.9% | -21.8% | 1.1 | 15.1% | -12.2% |
| 41 | CCOc1ccc(C(C(=O)NC2CCCC2)N(CCOC)C(=O)CNC(=O)c2ccco2)cc1 (stereo not drawn) | 0.1 | -9.8% | 2.4 | 11.2% | 7.6% | -7.8 | 2.7% | 9.1% |
| 42 | O=C(O)CNC(=S)N(Cc1ccc(F)cc1)C1CCCCC1 | -8.3 | -14.7% | -0.3 | 37.7% | 2.7% | 7.7 | -2.4% | -21.6% |
| 43 | Cc1ccc(NS(=O)(=O)c2cccc(C(=O)NC3CCN(Cc4ccccc4)CC3)c2)cc1 | 0.3 | 2.5% | -4.3 | 6.4% | -3.4% | -1.2 | -7.3% | -7.1% |
| 44 | O=C(NNC(=O)c1ccccc1OCc1ccccc1Cl)c1csc(N2CCOCC2)n1 | 1.3 | -12.1% | -1.8 | 13.0% | -0.4% | 4.3 | 4.4% | 6.9% |

The list is partial; count on the stated rates, not on these rows.
